# NPY2 pot ag: NPY-Y2 potentiators or agonists, primary screen, cell-based; cells expressing NPY-Y2, potentiator/agonist read-out; activation, % at 3.6 µM; 220,000 tested, 0.45% active; AID 1359, 2008; in the data active means activation above about 27%;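 further: cells stimulated with NPY near EC25 plus isoproterenol at EC100; 0% = vehicle plus submaximal agonist and 100% = vehicle plus saturating agonist; some results beyond the cut were filed as inactive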
# Target sequence (P49146 whole entry, looked up): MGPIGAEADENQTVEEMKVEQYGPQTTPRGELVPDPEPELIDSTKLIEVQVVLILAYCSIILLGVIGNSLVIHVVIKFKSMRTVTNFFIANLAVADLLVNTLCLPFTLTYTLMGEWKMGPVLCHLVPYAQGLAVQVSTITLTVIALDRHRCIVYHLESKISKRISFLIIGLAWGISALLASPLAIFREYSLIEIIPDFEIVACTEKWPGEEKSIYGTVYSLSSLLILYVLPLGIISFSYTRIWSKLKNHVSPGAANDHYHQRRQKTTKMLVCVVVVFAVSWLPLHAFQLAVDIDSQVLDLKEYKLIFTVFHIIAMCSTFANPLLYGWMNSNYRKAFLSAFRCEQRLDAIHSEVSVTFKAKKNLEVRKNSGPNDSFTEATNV
# S1P4 antag: S1P4 receptor antagonists, primary screen, cell-based. Sphingosine 1-phosphate receptor 4 (Homo sapiens), O95977. 220,000 tested, 0.26% active. S1P4-expressing cells, antagonist mode, reporter read-out. inhibition, % at 4.98 µM; in the data active means inhibition above about 29%;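 further: 0% = wells stimulated with agonist and 100% = vehicle wells without agonist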
# MDM2 E3 inh: MDM2-luciferase reporter signal enhancers, primary screen, MDM2 E3 ligase inhibitor project, cell-based, luminescence, 1536-well | E3 ubiquitin-protein ligase Mdm2 (Homo sapiens), Q00987 | cell-based MDM2 ubiquitination luciferase reporter, 2 h; 0 = plate control, 100 = twice control, blank-subtracted | signal enhancement, % at 5 µM | 210,000 tested, 0.11% active | AID 1230, 2008;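 active means signal enhancement of 30% or more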;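 further: luminescence tracks abundance of the self-degrading MDM2-luciferase fusion protein; higher signal means inhibition of MDM2 E3 ligase activity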
#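 Buffer or medium: Cells held in DMEM | Assay system: Stable mammalian line carrying autodegrading MDM2–luciferase fusion reporter | Quantity: 2000 cells/well | Times: 4 h settle plus 2 h compound, 37 °C | Doses: One concentration, 5 µM, with 0.2% DMSO | Technique: Luminescence with SteadyLite reagent, 15 min at room temperature | Benchmarks: Plate controls and plate blanks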
# BaF3 parental: parental Ba/F3 cell viability inhibition, counter-screen for JAK2V617F inhibitor project, murine pro-B, CellTiter-Glo luminescence; CellTiter-Glo ATP luminescence; inhibition, % at 5.6 µM; 220,000 tested, 1.1% active;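 active means inhibition above a per-campaign cutoff, the mean inhibition of all tested compounds plus 3 SD, cut at about 27% in these data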;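 further: 0% = DMSO wells and 100% = JAK Inhibitor I control wells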
# eIF4E-4G inh: eIF4E–eIF4G protein interaction inhibitors, primary screen, biochemical, uHTS, TR-FRET, eIF4GI fragment; Eukaryotic translation initiation factor 4E (Mus musculus) + Eukaryotic translation …; TR-FRET eIF4E-eIF4GI(517-606) binding, 2 h; inhibition, % at 21.7 µM; 220,000 tested, 0.37% active; AID 782, 2007;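 active means inhibition above about 30%, limit read from the data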;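 further: 0% = full FRET control wells and 100% = background wells lacking eIF4GI fragment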
# Ba/F3 V617F tox: reduced viability of JAK2V617F-dependent Ba/F3 cells, primary screen, JAK2V617F inhibitor project, cell-based, Ba/F3 EpoR-JAK2V617F, luminescence | ATP luminescence | inhibition, % at 5.6 µM | 220,000 tested, 1.1% active;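 active means inhibition above the campaign mean plus 3 SD over all tested compounds, cut at about 24% in these data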;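 further: cytokine-independent growth of Ba/F3 cells driven by EpoR plus mutant JAK2; 0% = DMSO-treated cells and 100% = JAK inhibitor I control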
# Wee1 stabilizer: Wee1 degradation inhibitors, primary screen, cell-based, HeLa, Wee1K328M-luciferase, luminescence; HeLa Luc-Wee1K328M stability; 100% = proteasome inhibitor MG132 effect; reporter increase, % at 5 µM; 220,000 tested, 1.2% active;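 active means activation above the mean of all tested compounds plus 3 SD, set per screening run, cut at about 8.8% in these data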;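 further: cells exposed to compound for 20 h before luminescence read; 0% = DMSO alone and 100% = MG132 at 30 µM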
# Target sequence (P30291 whole entry K328M): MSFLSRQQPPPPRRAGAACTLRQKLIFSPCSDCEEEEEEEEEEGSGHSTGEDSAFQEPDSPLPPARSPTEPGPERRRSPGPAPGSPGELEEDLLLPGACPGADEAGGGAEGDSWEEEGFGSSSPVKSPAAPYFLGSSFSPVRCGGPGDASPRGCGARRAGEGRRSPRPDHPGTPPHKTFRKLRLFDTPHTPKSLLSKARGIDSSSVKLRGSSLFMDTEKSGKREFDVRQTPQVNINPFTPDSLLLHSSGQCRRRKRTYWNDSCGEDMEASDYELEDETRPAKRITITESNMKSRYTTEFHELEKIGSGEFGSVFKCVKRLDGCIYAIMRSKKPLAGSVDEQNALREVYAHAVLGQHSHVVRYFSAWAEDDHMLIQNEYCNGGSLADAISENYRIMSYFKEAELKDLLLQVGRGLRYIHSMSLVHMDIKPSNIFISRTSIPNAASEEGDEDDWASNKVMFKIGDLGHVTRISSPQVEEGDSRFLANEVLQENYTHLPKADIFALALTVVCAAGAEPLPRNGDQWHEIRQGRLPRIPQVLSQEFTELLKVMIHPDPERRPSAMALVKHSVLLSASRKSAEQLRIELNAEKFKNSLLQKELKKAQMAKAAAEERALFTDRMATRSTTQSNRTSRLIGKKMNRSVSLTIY
# S1P4 agonist: S1P4 receptor agonists, primary screen, cell-based; activation, % at 4.98 µM; S1P4-expressing cell line, agonist reporter assay; 220,000 tested, 0.35% active; Sphingosine 1-phosphate receptor 4 (Homo sapiens), O95977; in the data active means activation above about 11%;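 further: 0% = DMSO vehicle and 100% = reference agonist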
# PERK inh: block of dimerizer-induced PERK translation repression, primary screen, PERK inhibitor project, CHO PERK-DD cells, SEAP luminescence, HTS; CHO PERK-DD fusion, SEAP luminescence translation reporter; inhibition, % at 5.6 µM; 220,000 tested, 0.17% active; AID 1416, 2008;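 active means inhibition above the mean inhibition of all tested compounds plus 3 SD, set separately per screening campaign, cut at about 2.9% in these data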;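 further: PERK kinase domain activated by AP20187 dimerizer at 100 nM; 0% = DMSO with dimerizer and 100% = rapamycin at 8.4 µM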
# Starred values were filed as active, the others as inactive; x = no result given; [ ] = another dose, or the depositor's remark.
SMILES,NPY2 pot ag,S1P4 antag,MDM2 E3 inh,BaF3 parental,eIF4E-4G inh,Ba/F3 V617F tox,Wee1 stabilizer,S1P4 agonist,PERK inh
COc1cc(OC)cc(C(=O)NCCNC(=O)c2ccco2)c1,8,-20,-8,1,5,-3,4,0.7,0.7
Cc1cc(C)c(NC(=O)CN2C(=O)NC3(CCOc4ccccc43)C2=O)c(C)c1 (stereo not drawn),-9,13,-19,8,3[fluorescence artefact?],5,-1,0.5,-1.0
O=C(COC(=O)c1cn(-c2ccccc2)nc1-c1cccs1)NC1CC1,-5,-9,-10,2,-4,0,5,34*,-0.8
COc1ccc(-n2cnnc2SCC(=O)Nc2cc(C(C)(C)C)nn2-c2ccccc2)cc1,-2,11,-10,1,x,-2,-1,-1.8,-0.7
CCOC(=O)c1[nH]n(-c2ccc(Cl)cc2)c(=O)c1C,7,-9,-5,2,-3[fluorescence artefact?],-6,1,0.9,0.6
CS(=O)(=O)N1CCN(c2ccccc2NC(=O)c2ccc3ccccc3c2)CC1,-18,1,4,1,-4,-1,0,0.2,-0.5
CCN1CCCC1CNC(=O)C1CCN(C(=O)c2cc3sccc3n2Cc2ccc(F)cc2)CC1 (stereo not drawn),-15,4,-21,11,-2,4,12*,-1.0,0.5
COc1cc(CN2CCNC(=O)C2CC(=O)N2CCCCO2)cc(OC)c1 (stereo not drawn),-4,2,-20,2,0,1,-2,0.1,-1.4
CCC(C)NC(=O)CSc1nc2c(sc(=S)n2Cc2ccco2)c(=O)n1-c1ccccc1 (stereo not drawn),-40,-17,-12,5,-4[fluorescence artefact?],4,-1,1.8,-1.7
Cc1cc(C)c2oc(C(=O)N(Cc3ccccc3)C3CCS(=O)(=O)C3)cc(=O)c2c1 (stereo not drawn),-34,-1,x,-5,-2,7,-4,1.5,0.9
C=CCOc1c(CNc2ccc3[nH]c(=O)[nH]c3c2)cccc1OC,-9,17,-2,5,3,-2,0,0.8,0.2
CC(C)OC(=O)/C(=C\c1ccc2c(c1)c1ccccc1n2C)NC(=O)c1ccccc1,-30,-18,-5,3,6,4,6,-0.5,-1.0
Cc1c(Cl)cccc1NC(=O)CC1NCCNC1=O (stereo not drawn),3,4,-12,0,1,1,2,-0.3,-0.2
Cc1cc(C)cc(C(=O)NCC(=O)OCC(=O)N(C)c2ccccc2)c1,-3,-3,-2,4,-1,4,-1,-0.7,-0.7
CCc1cc2c(=O)n(-c3ccc(Br)cc3)cnc2s1,-4,6,-13,5,8,3,-1,2.2,-1.7
COc1cc(CNCc2ccccc2)c(Br)cc1OC1CCCC1,-4,-4,-4,6,-2,0,-2,0.1,-0.5
COc1ccc(N=Nc2ccc(O)c3ncccc23)cc1,25,-2,x,4,-12,-3,2,-0.3,-1.0
COc1ccc(NC(C(=O)Nc2cccc(C(C)=O)c2)c2ccccc2)cc1 (stereo not drawn),11,-14,-4,3,-4,-1,7,1.1,0.1
COc1cccc(NC(=O)CCSc2nnc3scc(-c4ccccc4)n23)c1,5,-6,-2,4,2,4,2,1.0,-0.6
O=C(CSc1nc2ccccc2n1CCc1ccccc1)c1ccc(O)c(O)c1,5,4,-4,1,62*,-2,0,0.4,1.3
Cc1cccc(NC(=S)Nc2ccccn2)c1,3,-20,-17,0,0,1,-2,-0.3,-0.8
C=C(C)Cn1c(SCC(=O)O)nnc1-c1ccccc1,3,-8,-10,0,-3,0,8,0.7,1.4
COc1ccccc1C(=O)NCCCN1CCCC1=O,5,-11,-8,0,6,-2,1,-2.7,-0.3
O=C(C1CCCC1)N1CCN=C1SCc1cccc([N+](=O)[O-])c1,1,-7,-9,-3,2,-4,5,-2.1,-0.2
Cc1cc(C(=O)Nc2c(F)cc(F)cc2Br)no1,9,-15,-14,0,5,-5,1,0.1,0.5
# The listing continues:
SMILES,NPY2 pot ag,S1P4 antag,MDM2 E3 inh,BaF3 parental,eIF4E-4G inh,Ba/F3 V617F tox,Wee1 stabilizer,S1P4 agonist,PERK inh
C=CCc1cc(C)ccc1OCC(O)CN1CCN(c2ccccc2)CC1 (stereo not drawn),56*,2,-24,0,1,-1,-2,2.0,-0.8
CCCc1nnc(NC(=O)C(=O)NCCN(CC)CC)s1,-14,1,-6,0,0,-4,0,-0.5,0.8
COc1c(Cl)cnn(-c2ccc(Cl)c(Cl)c2)c1=O,7,6,-14,0,-4,0,4,1.1,2.1
O=C(c1ccccc1)c1ccc(Sc2ccc([N+](=O)[O-])cc2)cc1,-7,-11,-4,2,7,-2,5,-0.6,1.2
C/C(=N\NC(N)=O)c1ccc(-n2ccnc2)cc1,1,2,-7,5,-2,-3,0,1.7,0.3
C/C(=N\NC(=O)CSc1nc2ccccc2s1)c1cccnc1,-4,9,-8,-3,8,0,8,-2.0,-0.4
COCCn1c(SCC(=O)Nc2ncc(C)s2)nc2sc3c(c2c1=O)CCC3,18,-23,-9,3,-2,-3,3,0.2,-0.7
CSc1nc(C)cc(OCNC(=O)c2cccs2)n1,4,-7,7,-2,2,-3,-4,0.9,1.7
Cc1ccccc1Nc1ccc(S(=O)(=O)N2CCOCC2)cc1[N+](=O)[O-],-5,2,4,9,20,-3,1,-1.2,0.2
Cc1ccc(S(=O)(=O)N(CC(=O)NCCSC2CCCCC2)c2ccccc2F)cc1,14,-21,4,4,-1,0,0,1.9,-0.7
CCC(=O)NCCn1ccc2ccccc21,-1,-13,-8,9,0[fluorescence artefact?],1,-2,0.7,1.6
COC(=O)C1=CN(Cc2ccc(OC)cc2)C=C(C(=O)OC)C1c1ccsc1,-9,-2,1,7,4,2,1,0.3,-0.1
O=C(NN1C(=O)C2C3C=CC([C@H]4CC34)[C@@H]2C1=O)c1ccc(Br)cc1 (stereo partly drawn),-10,0,-1,-3,-5,0,1,0.7,0.1
C=C(C)COc1ccc(-c2[nH]ncc2-c2ccc(OC)c(OC)c2)c(O)c1,3,-2,2,66*,2,81*,3,1.2,-0.1
CC(=O)OCCCN1C(=O)c2ccc(Br)cc2C1=O,5,-18,0,3,4,-2,-3,1.7,1.8
Cc1ccc(-n2c(SCC(=O)NCc3ccco3)nc3c([nH]c4ccccc43)c2=O)cc1,-22,3,-3,2,2,1,1,-1.9,0.9
COCC(=O)Nc1ccc(S(=O)(=O)Nc2cc(C)nc(C)n2)cc1,7,-1,-4,3,-2[fluorescence artefact?],-1,2,2.1,1.0
Cc1ccc(C)c(CSc2nnc(C)c(=O)[nH]2)c1,-9,-17,-3,4,1,-2,-1,-0.2,2.0
CC12CC(NC(=O)N1c1cccc(C(=O)N3CCN(c4ccccc4)CC3)c1)c1ccccc1O2 (stereo not drawn),4,23,-5,3,-4,-4,0,-2.0,-1.4
CCOC(=O)C1=C(C)N(C2CCCCC2)C(=O)C1,-2,-3,-9,5,x,-2,-1,1.4,0.2
O=C(c1ccccc1SCc1ccccc1)N1CCOCC1,5,-1,-20,5,1,-1,2,-0.3,1.1
Cn1c(Cc2cccs2)n[nH]c1=S,3,-21,2,-2,-1,-3,-1,1.6,1.2
C/C(=N\NC(=O)NC1CCCCC1)c1ccc(OC(F)F)cc1OC(F)F,1,-21,-19,1,-4,5,-3,2.0,-0.5
NS(=O)(=O)c1cccc(NC(=S)NC(=O)c2cccc([N+](=O)[O-])c2)c1,2,-7,x,4,-2,0,-2,0.8,1.3
CCOC(=O)N1CCc2c(sc(NC(=O)c3ccc(Cl)s3)c2C(N)=O)C1,24,7,-17,-2,3,-4,0,0.3,0.8
# Next section
SMILES,NPY2 pot ag,S1P4 antag,MDM2 E3 inh,BaF3 parental,eIF4E-4G inh,Ba/F3 V617F tox,Wee1 stabilizer,S1P4 agonist,PERK inh
COCCCn1c(C)nnc1SCC(=O)NCc1ccco1,2,-15,-10,4,7,0,-1,-1.6,1.0
O=C(CSc1nnc(-c2ccccc2)o1)N1CCc2ccccc2C1,-20,0,-22,6,3[fluorescence artefact?],6,-3,-0.1,0.5
CCCc1cc(=O)[nH]c(SCC(=O)Nc2ccc(Br)cc2)n1,-5,2,-85,2,-5,1,1,2.5,0.4
CCOc1ccc2[nH]c3c(N4CCc5ccccc5C4)ncnc3c2c1,-10,12,-1,-3,2,5,4,-0.1,0.3
CCN(CC)S(=O)(=O)c1cc(NC(=O)CCNC(=O)c2ccccc2Cl)ccc1C,10,-3,-5,0,-9[fluorescence artefact?],-3,2,3.6,0.1
CC1(C)CC(O)C(C(O)c2cccc([N+](=O)[O-])c2)C(C)(C)N1 (stereo not drawn),1,-5,x,0,4[fluorescence artefact?],-1,-2,-0.2,0.3
CSc1nc2sc3c(c2c(=O)n1C)CCC(C)C3 (stereo not drawn),4,12,-18,-1,-9[fluorescence artefact?],-2,-2,-2.0,0.4
CCOc1cc(/C=N/NC(=O)c2cc(C3CC3)[nH]n2)ccc1O,4,-17,-5,0,0,-5,1,1.2,0.9
COc1ccc(Cn2c(C)nnc2-c2cnn(C)c2N)cc1OC,5,12,0,5,5,-1,-4,0.0,1.4
Cc1cccc(OCCCOc2cccc3cccnc23)c1C,-21,-22,1,0,2,1,2,2.2,-0.5
COc1cc(NC(=O)Cn2c(-c3cncs3)nc3ccccc32)cc(OC)c1OC,-8,10,-13,3,1,-2,0,-2.2,-2.3
O=C(NC1CCN(Cc2ccccc2)CC1)C1COc2ccccc2O1 (stereo not drawn),8,-10,-13,4,3[fluorescence artefact?],-1,0,1.7,-0.6
CSc1nc(NCCOCCO)c2sc3nc(-c4ccco4)c4c(c3c2n1)CCC4,-3,-4,-14,5,28[fluorescence artefact?],0,-3,1.1,0.6
Cc1cc(NS(=O)(=O)N(C)C)ccc1C(C)C,-6,8,-2,2,2,-1,-2,0.8,0.5
CCO/C=C1\C(=O)N(c2ccc(OCC)cc2)C(=O)c2ccccc21,-2,-2,-11,1,4,-5,1,-1.4,-0.6
N[C@@H](CO)c1nnc([C@H](CCC(=O)O)NC(=O)C2CCNCC2)o1,-1,-15,x,-7,-1,1,-1,-0.4,1.0
O=C(NCCc1ccccc1)C(c1cccs1)N(C(=O)CCl)c1ccc(Cl)cc1 (stereo not drawn),4,-5,x,2,-1[fluorescence artefact?],4,1,-0.5,-1.3
CC1CCCCN1S(=O)(=O)c1ccc(S(=O)(=O)N2CCN(c3ccc(F)cc3)CC2)cc1 (stereo not drawn),-16,-4,-6,1,-18,3,0,0.5,1.1

# Quoted at random: 3 entries already listed.
SMILES,NPY2 pot ag,S1P4 antag,MDM2 E3 inh,BaF3 parental,eIF4E-4G inh,Ba/F3 V617F tox,Wee1 stabilizer,S1P4 agonist,PERK inh
CSc1nc2sc3c(c2c(=O)n1C)CCC(C)C3 (stereo not drawn),4,12,-18,-1,-9[fluorescence artefact?],-2,-2,-2.0,0.4
O=C(CSc1nnc(-c2ccccc2)o1)N1CCc2ccccc2C1,-20,0,-22,6,3[fluorescence artefact?],6,-3,-0.1,0.5
COc1cc(NC(=O)Cn2c(-c3cncs3)nc3ccccc32)cc(OC)c1OC,-8,10,-13,3,1,-2,0,-2.2,-2.3
